Compound activity: PubChem BioAssay, Sanford-Burnham Center for Chemical Genomics
HEK293 NOD2/NF-kB: NOD2 signaling inhibitors, cell-based, luminescence, uHTS, HEK293 (AID 1566); HEK293 NOD2/NF-kB luciferase reporter, luminescence; higher % means a stronger effect; inhibition, % at 4 µM; hits with a dose series show EC50 in µM; 0.63% of 290,000 active; also: many of its hits are not listed in these tables
XIAP displacement: XIAP antagonists, biochemical, IAP family, fluorescence polarization (AID 1018) | E3 ubiquitin-protein ligase XIAP (Homo sapiens) | XIAP BIR domain, fluorescence polarization peptide displacement; higher % means a stronger effect | 0.007% of 200,000 active | displacement, % at 20 µM; hits with a dose series show IC50 in µM; in the data active = displacement above about 50%; also: a part of the inactive calls stands beside numbers as strong as those of hits
human PMI inhibitors: human PMI inhibitors, high substrate, primary screen, biochemical, fluorescence intensity, high mannose 6-phosphate (AID 1220) | 0.66% of 190,000 active | one-dose inhibition, % at 20 µM; IC50 in µM for titrated hits | recombinant PMI enzyme, coupled fluorescence intensity; higher % means a stronger effect | Mannose-6-phosphate isomerase (Homo sapiens)
KOR beta-arrestin-1: KOR antagonists, beta-arrestin recruitment, cell-based, luminescence, uHTS (AID 1778); Kappa-type opioid receptor (Homo sapiens); 0.091% of 290,000 active; inhibition, % at 10 µM, or IC50 in µM where a hit was titrated; KOR beta-arrestin recruitment, luminescence, antagonist mode; higher % means a stronger effect; also: strong numbers were not always called active
LYP inhibition: inhibitors of LYP phosphatase, biochemical, fluorescence intensity, uHTS (AID 1779) | Tyrosine-protein phosphatase non-receptor type 22 (Homo sapiens) | 0.054% of 290,000 active | inhibition, % at 11.5 µM, or IC50 in µM where a hit was titrated | recombinant LYP phosphatase, fluorescence intensity; higher % means a stronger effect;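 also: plate controls were vehicle with enzyme for no effect and no enzyme for full effect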
KOR beta-arrestin-2: KOR agonists, beta-arrestin recruitment, primary screen, cell-based, luminescence, uHTS (AID 1777). Kappa-type opioid receptor (Homo sapiens). KOR beta-arrestin recruitment, luminescence; higher % means a stronger effect. one-dose activation, % at 10 µM; EC50 in µM for titrated hits. 0.02% of 280,000 active; in the data active = activation above about 50%, passing the limit was not always enough; also: a part of the inactive calls stands beside numbers as strong as those of hits
NOD1 NF-kB reporter: NOD1 signaling inhibitors, primary screen, cell-based, luminescence, uHTS (AID 1578). NOD1-driven NF-kB luciferase reporter cells, luminescence; higher % means a stronger effect. inhibition, % at 4 µM; hits with a dose series show EC50 in µM. 1% of 290,000 active; in the data active = inhibition mostly above about 36%, no sharp cut-off; inactive = mostly below about 34%;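 also: HEK-293T reporter cells stimulated with the NOD1 agonist gamma-tri-DAP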
TNAP activation fold: human TNAP enzyme activators, primary screen, biochemical, luminescent, no phosphate acceptor, uHTS (AID 1001); Alkaline phosphatase, tissue-nonspecific isozyme (Homo sapiens); purified TNAP, luminescent activation assay, no phosphate acceptor; higher activation fold means a stronger effect; activation fold at 20 µM; hits with a dose series show EC50 in µM; 0.03% of 200,000 active; in the data active = activation fold from about 3, or a potency from the dose series; inactive = the rest, 99 in 100 with activation fold below about 1.6; also: many of its hits are not listed in these tables
PMI inhibitors: inhibitors of human PMI, primary screen, biochemical, fluorescence intensity, coupled assay (AID 1209) | Mannose-6-phosphate isomerase (Homo sapiens) | purified PMI enzyme, coupled fluorescence intensity; higher % means a stronger effect | one-dose inhibition, % at 20 µM; IC50 in µM for titrated hits | 0.42% of 190,000 active;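 also: plate controls were DMSO vehicle for no effect and wells lacking substrate for full effect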
* marks the source's active call; other numbers are inactive results; / = not tested or not shown; [ ] = another dose, or the depositor's remark. Rule as the data show it, unless noted: active = inhibition above about 50%; inactive = the rest. Not all compounds are listed; the hit share may differ from the screen's.

The line under a structure holds: HEK293 NOD2/NF-kB	XIAP displacement	human PMI inhibitors	KOR beta-arrestin-1	LYP inhibition	KOR beta-arrestin-2	NOD1 NF-kB reporter	TNAP activation fold	PMI inhibitors
CC1CN(C(=O)COC(=O)c2nn(-c3ccccc3)c(=O)c3ccccc23)CC(C)O1 (configuration not stated)
  16%	-4.0%	8%	-1%	-4%	-2.1%	-17%	1.1	1%
CN1C(=O)C(O)(CC(=O)c2cccc(-n3cccc3)c2)c2ccccc21 (configuration not stated)
  -19%	-5.4%	-11%	-78%	3%	8.2%	15%	0.9	-1%
CCOc1cc(C(=O)OCC(=O)Nc2cc(C)on2)ccc1OCC(C)C
  18%	6.2%	-1%	-68%[20 µM]	-7%	2.4%	-22%	1.1	-14%
COc1ccccc1N1CCN(C(=O)Nc2cccc(C)c2)CC1
  -1%	-6.3%	4%	18%	-1%	-10%	-26%	1.1	5%
CCCC(=O)C1=C(O)C(C(=O)OC)C(C)(C)CC1=Nc1ccccc1 (configuration not stated)
  11%	4.6%	4%	2%	0%	-5.0%	-10%	1.1	10%
CC(C)CNC(=O)c1ccc(NC(=O)c2ccccc2[N+](=O)[O-])cc1
  11%	-9.3%	15%	2%	-4%	4.0%	-26%	1.1	7%
COc1ccc(OC)c(CNc2nc3ccccc3n2CCN2CCCCC2)c1
  -24%	0.9%	-2%	/	2%	/	-26%	1	2%
FC(F)(F)c1cccc(N2CCN(c3nnnn3-c3ccccc3)CC2)c1
  7%	-5.2%	20%	16%	4%	4.9%	-14%	1.1	21%
CCOC(=O)COc1cc(=O)n(CC)c2ccccc12
  3%	-0.5%	-4%	16%	-11%	-2.4%	-1%	1.2	-2%
COC(=O)c1sccc1NC(=O)C1CC(C)=C(C)CC1C(=O)O (configuration not stated)
  1%	/	/	6%	-5%	3.1%	1%	/	/
Cc1sc2ncn(CC(=O)OC(C)C(=O)NC(C)(C)C)c(=O)c2c1C (configuration not stated)
  11%	-3.2%	-10%	28%	-7%	-0.4%	20%	1.1	-4%
CN(Cc1ccccn1)C(=O)C1CCC(=O)N(Cc2cccc(C(F)(F)F)c2)C1 (configuration not stated)
  4%	/	/	-33%	-10%	3.7%	-10%	/	/
Oc1ccccc1-c1nc(NCc2cccnc2)c2ccccc2n1
  -28%	/	/	16%	0%	2.4%	-12%	/	/
CCCCCc1nnc(NC(=O)C2COc3ccccc3O2)s1 (configuration not stated)
  3%	-6.6%	0%	5%	-11%	-1.2%	7%	1	-4%
COc1ccccc1NC(=S)NCCN1CCOCC1
  8%	-1.9%	-4%	2%	-2%	-3.1%	-13%	1.1	-6%
O=C(Nc1c(-c2ccccc2)nc2ccccn12)c1ccco1
  16%	-3.0%	8%	30%	1%	-0.3%	-11%	1.1	8%
CC(=O)c1cccc(NC(=O)CCCSc2ccccc2)c1
  -14%	/	/	-25%	-4%	-1.6%	-6%	/	/
CCOc1ccccc1N1CCN(Cc2ccc(OC)c(OC)c2OC)CC1
  -3%	-7.2%	-25%	13%	0%	8.6%	-32%	1	-22%
COc1ccc(NC2SC(=O)N(C)C2=O)cc1 (configuration not stated)
  -8%	-3.2%	/	-22%[20 µM]	-6%	/	-35%	1.1	/
COc1ccc(OC)c2c1nc1n2CCS1
  7%	-1.1%	6%	/	-3%	-2.8%	-17%	1.1	-2%

Single values from the list.
Value of Cc1sc2ncn(CC(=O)OC(C)C(=O)NC(C)(C)C)c(=O)c2c1C (configuration not stated) in KOR beta-arrestin-2: -0.4%
Value of CC(=O)c1cccc(NC(=O)CCCSc2ccccc2)c1 in LYP inhibition: -4%
Value of COc1ccc(OC)c2c1nc1n2CCS1 in KOR beta-arrestin-2: -2.8%

Other records
The line under a structure holds: HEK293 NOD2/NF-kB	XIAP displacement	human PMI inhibitors	KOR beta-arrestin-1	LYP inhibition	KOR beta-arrestin-2	NOD1 NF-kB reporter	TNAP activation fold	PMI inhibitors
CC(C)(C)n1nnnc1C(c1cccs1)N(Cc1ccccc1)Cc1cccnc1 (configuration not stated)
  7%	-1.4%	10%	34%	8%	0.1%	/	1.1	12%
Cn1c(SCc2ccccc2)nnc1-c1ccc2nonc2c1
  11%	/	/	-1%	0%	-1.9%	2%	/	/
COc1ccc(OC)c(S(=O)(=O)NCCc2csc(-c3cccnc3)n2)c1
  20%	/	/	22%	-2%	-0.8%	-1%	/	/
C=CCNC(=S)N/N=C/c1ccc(C(C)(C)C)cc1
  -4%	-4.0%	6%	-2%	2%	-1.3%	3%	1.1	12%
Cc1cccc(N2CCN(C(=O)c3c(-c4ccccc4Cl)noc3C)CC2)c1C
  -15%	/	/	-164%	0%	7.1%	-17%	/	/
O=C(Nc1nc2ccccc2[nH]1)c1ccc(Cl)c([N+](=O)[O-])c1
  -62%	-5.8%	10%	5%	-5%	0.8%	-26%	1	2%
Cc1cc(C)cc(OCC(=O)N/N=C/c2ccncc2)c1
  -12%	-7.4%	-6%	-7%	-11%	-1.3%	-4%	1	3%
CC(C)NC(=S)N/N=C/c1cccs1
  -1%	-4.0%	7%	2%	-7%	-1.6%	-6%	1.2	1%
COc1ccc(C(=O)Nc2nc3c(s2)Cc2cc(OC)ccc2-3)cc1
  22%	-26%	27%	2%	7%	-3.9%	8%	1	-2%
Cn1c(-c2ccccn2)[n+](C)c2ccccc21
  -9%	-0.2%	/	-8%[20 µM]	-5%	/	5%	1.1	/
Cn1nnnc1SCc1c(F)cccc1F
  8%	-1.1%	-1%	18%	-8%	1.4%	-18%	1.1	3%
COc1cccc(C(=O)NCCNC(=O)c2ccc(C)nc2)c1
  15%	/	/	-16%	-8%	-5.2%	-7%	/	/
CCOC(=O)C1C(=O)C=C(N2CCOCC2)CC1c1cccc(OC)c1 (configuration not stated)
  -9%	-6.6%	-6%	-24%	-5%	0.6%	-2%	1.1	-3%
Cn1c(N)cc(-c2ccc(F)cc2)c(C#N)c1=O
  -5%	-9.0%	6%	0%	-2%	-0.5%	-31%	1.1	-4%
OCC1(CCOc2ccccc2)CCN(Cc2ccc3c(c2)OCCO3)CC1
  3%	-4.3%	-14%	-11%	-13%	-1.3%	-6%	1.1	-6%
CN(C)c1ccc(N=C/C=C2\N(C)c3ccccc3C2(C)C)cc1
  0%	-2.7%	19%	-19%	3%	-1.0%	-15%	0.8	15%
Cc1nc(SCC(=O)NCc2ccco2)nc(C)c1C
  19%	-7.4%	-1%	9%	-14%	-8.7%	18%	1	-1%
CCCC(=O)Nc1sc(C(=O)OC)c(C)c1C(N)=O
  4%	-4.9%	2%	-11%	-1%	-2.2%	-23%	1.1	15%
Cc1cccc(N2C(S)=C(C#N)C(=O)NC2c2ccco2)c1 (configuration not stated)
  -13%	-2.1%	/	-69%[20 µM]	9%	/	-50%	1	/
CC1CCC(N(CCCN)Cc2ccco2)CC1C (configuration not stated)
  -6%	-7.5%	-9%	2%	1%	-3.5%	-26%	1.5	-7%
COc1ccc(CN2CCN(CC3CC3)CC2CCO)cc1C (configuration not stated)
  -18%	/	/	-28%	-4%	-0.4%	11%	/	/
CC(C)C(NC(=O)C(c1ccccc1)c1ccccc1)c1nc2ccccc2[nH]1 (configuration not stated)
  -13%	-4.2%	-4%	0%	-3%	-2.6%	14%	1.1	-1%
Cc1nc2c3cnn(-c4ccc(C)c(C)c4)c3ncn2n1
  -70%	-2.1%	-3%	32%	-4%	2.1%	-52%	0.2	-2%
CNC(=O)COC(=O)c1c2c(nc3ccccc13)CCC2
  5%	/	/	2%	2%	5.3%	-14%	/	/
N=C(N)N1CCN(Cc2ccccc2)CC1
  1%	-0.7%	2%	-6%	-6%	-4.4%	20%	1.1	2%
O=C1CC(C(F)(F)C(F)(F)C(F)(F)C(F)(F)F)=Nc2ccccc2N1
  10%	-2.6%	-5%	22%	0%	4.3%	/	1	-2%
Cc1ccc(C(=O)CSC2=NC(N)=C(C#N)C3(CCCCC3)C2C(N)=O)cc1 (configuration not stated)
  8%	0.6%	8%	11%	-7%	9.6%	-5%	1.2	5%
C/C(=N\NC(=O)CN(c1ccccc1Br)S(C)(=O)=O)c1ccc2c(c1)OCCO2
  14%	4.9%	-2%	/	0%	-1.4%	-14%	1.2	-2%
Cc1oncc1-c1csc(-c2ccccc2Cl)n1
  -14%	-0.8%	0%	5%	-2%	-0.2%	-52%	1.1	-1%
Cc1ccc(S(=O)(=O)Nc2cc(C)cn(Cc3ccc(F)cc3)c2=O)cc1
  -4%	/	/	-33%	-4%	-0.3%	-18%	/	/
O=C(NCCCN1CCOCC1)c1ccccc1NS(=O)(=O)c1cc([N+](=O)[O-])ccc1Cl
  3%	-2.2%	-9%	-9%	-5%	-0.5%	-14%	1.2	-4%
Cc1ccccc1CN(C)C(C)C(=O)Nc1ccccc1F (configuration not stated)
  3%	-7.3%	-2%	8%	1%	-1.1%	-34%	1	3%
COc1ccc(N(Cc2ccccc2)S(=O)(=O)c2cccc(C(=O)NC3=NCCS3)c2)cc1
  23%	-0.7%	9%	8%	9%	0.5%	18%	1.1	20%
O=C(Nc1cccc(Cl)c1)NC1CC2CCC(C1)N2Cc1ccco1 (configuration not stated)
  3%	-13%	0%	-30%	-6%	1.3%	19%	1	1%
c1coc(-c2nc3nc4ccccc4nc3n2CC2CCCO2)c1 (configuration not stated)
  5%	-0.3%	-17%	25%	-17%	-11%	-5%	1.1	-10%
CCOC(=O)C1CCCN(C(=O)Cn2nc(Cc3cccnc3)c3ccccc3c2=O)C1 (configuration not stated)
  11%	-0.3%	-1%	-24%	-8%	-5.3%	-4%	1.1	6%
CC1=NNC(=O)C1CCC(=O)N/N=C\c1ccc(Cl)c(Cl)c1 (configuration not stated)
  -5%	-6.8%	0%	-18%	0%	0.8%	-28%	1.1	-6%
C/C(=N\NC(=O)Cc1cc(=O)[nH][nH]1)c1cccc([N+](=O)[O-])c1
  5%	-3.5%	10%	21%	-2%	-1.6%	-15%	1.1	14%
CCC(=O)N1CCc2cc(OC)c(OC)cc2C1COc1ccc(C(=O)OC)cc1 (configuration not stated)
  9%	-6.8%	19%	-1%	1%	-4.0%	-28%	1.1	16%
CC1CCCC(NC(=O)CC2Nc3ccccc3NC2=O)C1C (configuration not stated)
  5%	-1.2%	-4%	-35%	-5%	14%	12%	1	-8%
COC(=O)[C@@H]1CCCN1C(=O)CCc1nnc(CCC2CCCCC2)o1
  -59%	-1.6%	3%	2%[20 µM]	-7%	/	-12%	1.1	8%
Cc1ccccc1OCc1nc2ccccc2c(=O)n1/N=C/c1c[nH]c2ccccc12
  10%	0.5%	13%	-7%	10%	10%	2%	1.2	8%
CCc1c(O)nc(SCC(=O)Nc2ccccc2OC)[nH]c1=O
  -7%	-2.9%	4%	-4%	-9%	1.1%	-22%	1.2	6%
